# High-throughput results deposited in PubChem by Sanford-Burnham Center for Chemical Genomics.
# SENP1 inh = SENP1 (human) catalytic domain inhibition; Q9P0U3; recombinant SENP1 catalytic domain, CyPet-SUMO1-YPet FRET cleavage; inhibition, % at 10 µM; hit rate 0.21% among 360,000; AID 624204;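 active = inhibition at least 30% at 10 µM, raw YFP signal under a set limit, fluorescence ratio 0.5 to 1.5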;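 also: 0% = enzyme with DMSO and 100% = no enzyme wells; some results filed as inactive read as strong as hits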
# Target sequence (Q9P0U3 419-644 limits assumed): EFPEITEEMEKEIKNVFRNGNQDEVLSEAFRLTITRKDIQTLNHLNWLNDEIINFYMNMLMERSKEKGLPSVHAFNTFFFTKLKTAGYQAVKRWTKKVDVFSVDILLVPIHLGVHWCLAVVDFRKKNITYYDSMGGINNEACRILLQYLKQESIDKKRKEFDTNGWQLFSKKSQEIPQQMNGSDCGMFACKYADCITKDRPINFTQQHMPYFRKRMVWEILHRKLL
#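 Compound: 10 µM single point, 0.5% DMSO; Test system: hSENP1 catalytic domain, recombinant; Timing: 50 min reaction at room temperature; Technique: FRET, CFP and YFP emission; Control set: no-enzyme wells low, DMSO-plus-enzyme wells high control.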
# SENP8 block = inhibitors of human SENP8 protease. inhibition, % at 20 µM. recombinant SENP8, Nedd8 substrate fluorescence. AID 602440. hit rate 0.64% among 360,000. Q96LD8; in the data active = inhibition mostly above about 40%, no sharp cut-off; inactive = mostly below about 27%
# Target sequence (Q96LD8 whole entry, looked up): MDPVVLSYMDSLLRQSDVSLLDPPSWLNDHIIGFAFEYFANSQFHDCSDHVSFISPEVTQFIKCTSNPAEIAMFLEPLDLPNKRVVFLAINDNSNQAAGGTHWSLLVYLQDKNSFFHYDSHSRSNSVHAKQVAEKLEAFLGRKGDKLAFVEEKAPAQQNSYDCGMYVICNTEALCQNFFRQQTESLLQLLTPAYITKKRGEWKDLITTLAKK
# * hit, by the source's call; i = inactive.
# Under each structure: SENP1 inh	SENP8 block
Cc1ccc(NC(=O)CS(=O)CC(=O)Nc2ccc(N3CCOCC3)cc2)cc1Cl (configuration not stated)
 : 2	12
O=C(NCCCN1CCOCC1)c1ccccc1N1C(=O)[C@@H]2Cc3c([nH]c4ccccc34)C(c3ccccc3)N2C1=O (some centres not stated)
 : -122	13
CC(C)(C)OC(=O)[C@H](Cc1ccccc1)NC(=O)c1ncn2c1c(=O)[nH]c1ccc(Br)cc12
 : 0	-143
O=C(COC(=O)c1nc(Cl)ccc1Cl)Nc1cccc(S(=O)(=O)N2CCOCC2)c1
 : 1	10
CCCC(=O)NCCc1cc2cc(C)c(C)cc2[nH]c1=O
 : 0	-71
CC(=O)Nc1ccc(/C=N/Nc2nc3ccccc3s2)cc1
 : -5	-405
O=C1NC[C@H](CCCCN2C[C@H](Cc3ccc(O)cc3)N(CCc3ccccc3)C(=O)C2=O)N(CC2CCCCC2)C1=O
 : 3	5
Cc1cc(C)c(CN2CCN(CCCn3ccc(NC(=O)OCc4ccccc4)nc3=O)CC2)c(C)c1
 : -2	5
CN1CCN(C(=O)c2cccc3c(-c4ccc(F)c(F)c4)coc23)CC1
 : 3	9
CCC(C(=O)OCC(=O)Nc1ccc(SC(F)F)cc1)c1ccccc1 (configuration not stated)
 : 2	-21

# Further entries
# Under each structure: SENP1 inh	SENP8 block
COc1ccc(CN2C(=O)C(CC(=O)NCc3cccs3)CC(C(=O)N3CCOCC3)=C2C)cc1 (configuration not stated)
 : 1	9
COc1cc(NC(=O)c2cc(-c3ccc(F)cc3OC(C)C)n[nH]2)cc(OC)c1OC
 : 0	19
COC[C@@H]1CCCN1[C@@H]1CS(=O)(=O)N[C@H]1COCc1ccccc1
 : -5	-114
CCN(CC)C(=O)C1=C(C)N(CCCOC)C(=O)C(CC(=O)NCCCCc2ccccc2)C1 (configuration not stated)
 : 1	3
COc1ccc(-c2oc3c(c2C#CC2(O)CCCCC2)C(OC)CCC3)cc1 (configuration not stated)
 : 0	-390
CC(C)(C)NC(=O)C(C1CC1)n1c(=O)c(-c2ccccc2)nc2ccccc21 (configuration not stated)
 : 0	-416
CC(C)c1ccc(S(=O)(=O)/N=C2\C=C(NS(=O)(=O)c3ccccc3)C(=O)c3ccccc32)cc1
 : 3	62*
Cc1ccc(C)c(C(Nc2ccccc2)c2ccc3ccc(C)nc3c2O)c1 (configuration not stated)
 : 5	-13
O=CNc1ccc2c(c1)Cc1cc([N+](=O)[O-])ccc1-2
 : 48*	-4
CCOC(=O)c1cnn(C(=O)c2ccccc2)c1N
 : 6	13

# Gathered by group: those above containing an NH in an aromatic ring (4)
# Under each structure: SENP1 inh	SENP8 block
O=C(NCCCN1CCOCC1)c1ccccc1N1C(=O)[C@@H]2Cc3c([nH]c4ccccc34)C(c3ccccc3)N2C1=O (some centres not stated)
 : -122	13
CC(C)(C)OC(=O)[C@H](Cc1ccccc1)NC(=O)c1ncn2c1c(=O)[nH]c1ccc(Br)cc12
 : 0	-143
CCCC(=O)NCCc1cc2cc(C)c(C)cc2[nH]c1=O
 : 0	-71
COc1cc(NC(=O)c2cc(-c3ccc(F)cc3OC(C)C)n[nH]2)cc(OC)c1OC
 : 0	19

# Further records.
# Under each structure: SENP1 inh	SENP8 block
CCCS(=O)(=O)NC(=O)C1(C)CCN1C(=O)Cc1ccc(-c2ccccc2)cc1 (configuration not stated)
 : 2	6
Cc1cc2oc(=O)cc(CN3CCN(c4ccc(Cl)c(Cl)c4)CC3)c2cc1Cl
 : 5	16
CCN(CC(=O)Nc1ccc(NC(C)=O)cc1)C(=O)C1CC(=O)N(c2ccc3c(c2)OCCO3)C1 (configuration not stated)
 : 0	16
O=C(Nc1ccc2ccccc2c1)c1ccccc1[N+](=O)[O-]
 : -4	i
COc1ccc(F)cc1-c1cc(NC=O)c2ncc(-c3cccc(C(=O)N(C)C)c3)n2c1
 : -26	-271
Cc1cccc(C)c1N1C(=O)c2ccccc2NC(=O)C1C(=O)NCCc1ccccc1F (configuration not stated)
 : 0	-22
C[C@@H]1CN([C@@H](C)CO)S(=O)(=O)c2ccc(Br)cc2O[C@@H]1CN(C)C(=O)NC1CCCCC1
 : 1	-3
O=C(c1[nH]c(C(F)(F)F)nc1-c1ccccc1)N1CCc2c([nH]c3ccccc23)C1
 : -15	-122
Cc1ccc2c(c1)CCO[C@@]21O[C@H](CCO)C[C@H](O)[C@H]1O
 : 1	4
COc1ccc(C(=O)NCC(C)(C)N2CCOCC2)cc1S(=O)(=O)NCc1ccc(Cl)cc1
 : 1	13

# (cont.)
# Under each structure: SENP1 inh	SENP8 block
O=C1C(=Cc2cn(-c3ccccc3)nc2-c2ccc(OCc3ccccc3)cc2)SC(=S)N1CCS(=O)(=O)O
 : 1	21
CC1(C(=O)NCc2cccc3ccccc23)CCN1C(=O)C1(c2ccccc2)CCCC1 (configuration not stated)
 : 1	32
Cc1cccc(C)c1NC(=O)C(c1ccc(C(F)(F)F)cc1)n1c(=O)c(-c2ccccc2)nc2ccccc21 (configuration not stated)
 : 3	-382
CCCCN(C=O)c1c(CC)nc2c(OCC(=O)C(C)(C)C)cccn12
 : -2	11
C[C@H]1CN([C@@H](C)CO)C(=O)c2cc(-c3cccnc3)cnc2O[C@H]1CN(C)Cc1ccc(Oc2ccccc2)cc1
 : 2	12
OC(c1ccc(F)c(F)c1)c1nc(-c2ccoc2)cs1 (configuration not stated)
 : -10	-2
c1ccc(Cn2c(Cn3c(-c4cnccn4)nc4ccccc43)nc3ccccc32)cc1
 : -8	-406
O=C(Nc1cccc(S(=O)(=O)C(F)(F)F)c1)[C@@H]1O[C@H](CO)[C@@H](O)[C@H]1O
 : 1	10
Cc1cccc(C)c1NC(=O)C1c2ccccc2OCC(=O)N1CCCN1CCOCC1 (configuration not stated)
 : 0	-25
NC(c1ccc(F)c(F)c1)c1nc(-c2cncnc2)cs1 (configuration not stated)
 : -1	12

# Going on with the list.
# Under each structure: SENP1 inh	SENP8 block
COC(=O)C(CCC(=O)CN1C(=O)c2ccccc2C1=O)N1C(=O)c2ccccc2C1=O (configuration not stated)
 : 1	8
C/C(=N\Nc1ccc(Cl)nn1)c1ccccc1O
 : 1	-1
O=C(CSc1ncccn1)N(Cc1cccnc1)C(CCc1ccccc1)c1nc2ccccc2[nH]1 (configuration not stated)
 : -4	-7
CNC(C)C(=O)NC(C(=O)N1CCCC1C(=O)Nc1ccc2[nH]ccc2c1)C(C)C (configuration not stated)
 : 0	-5
CC(=O)Nc1ccc(C(=O)N2CCCC(c3cc(C(=O)Nc4ccccc4Cl)no3)C2)cc1 (configuration not stated)
 : 2	8
COc1cc(OC)cc(-c2noc(-c3csc([C@H]4C[C@H](O)[C@@H](CO)O4)n3)n2)c1
 : 1	11
COc1cc(OC)cc(-c2c(Sc3ccccc3)c3cc(-c4ccc(OC)c(OC)c4)ccc3n2C)c1
 : 1	-346
O=C(CCC(C(=O)c1ccccc1)c1ccccc1)c1ccccc1 (configuration not stated)
 : 1	14
Oc1c(Cl)cc(Oc2cc(Cl)c(O)c(CN3CCOCC3)c2)cc1CN1CCOCC1
 : 3	-10
O=[N+]([O-])c1ccc2nc(NN=Cc3ccc(O)cc3)sc2c1
 : -29	-75

# Next section:
# Under each structure: SENP1 inh	SENP8 block
NC(=O)N1CCN(CCCN2c3ccccc3Sc3cc(Cl)ccc32)CC1
 : 2	-15
Cc1ccc(-c2c(C#N)c(N)n(-c3ccc(Cl)cc3)c(=O)c2C#N)cc1
 : 0	-59
CCOC(=O)C1CCCC12Nc1cccc3cccc(c13)N2 (configuration not stated)
 : -12	-7
O=C(Nc1ccc2c(c1)nc1n2CCN(C2CCCCC2)C1)c1ccco1
 : -31	-437
COCCN(C(=O)c1cc(CN2C(=O)c3ccccc3C2=O)ccc1OC)c1c(N)n(CC(C)C)c(=O)[nH]c1=O
 : 1	-4
O=C(CCNC(=O)N1CC(=O)Nc2ccccc21)NCc1ccccc1Cl
 : 1	25
CCC(=O)Nc1nnc(C)s1
 : -2	18
COCCNC(=O)C1(C)CCCN(Cc2ccc(-c3ccccc3)o2)C1 (configuration not stated)
 : 0	6
CCCN1CCN(C(=O)c2ccc(S(=O)(=O)N(C)c3ccccc3OC)cc2)CC1
 : 0	10
COc1ccc(NC(=O)C[C@H]2C(=O)N(CCc3ccccc3)C[C@@H]2C)cc1
 : 2	-27

# Later entries
# Under each structure: SENP1 inh	SENP8 block
COc1ccc(CN2C(=O)C(CC(=O)NCc3ccco3)CC(C(=O)N3CCOCC3)=C2C)cc1 (configuration not stated)
 : -1	17
NC(=O)c1cccc(Nc2nc(C(N)Cc3ccc(C(F)(F)F)cc3)cs2)n1 (configuration not stated)
 : -1	4
CC1(C)CC(=O)C=C(c2ccc(COC(=O)/C=C/c3ccccc3)cc2)C1=O
 : 0	12
CCNC(=O)N(C)c1c(CC)nc2ccc(C(=O)N3CCN(C(C)=O)CC3)cn12
 : 1	12
O=[N+]([O-])c1ccc(COc2ccc(CN3CCCC3)cc2)cc1
 : 2	25
O=C(Nc1ccc2c(c1)C(N1CCOCC1)c1ccccc1-2)C(F)(F)F (configuration not stated)
 : 0	3
CNc1nc(NC)nc(NNC(=O)c2ccccc2)n1
 : 5	6
COc1ccc(CC(N)c2csc(NC(=O)Nc3ccc(C(C)C)cc3)n2)cc1 (configuration not stated)
 : 1	10
CN1c2ccccc2-c2ccccc2S1(=O)=O
 : 1	11
CCN(CC)C1Oc2cc3c(cc2C(c2cc(OC)c(O)c(OC)c2)C1C)OCO3 (configuration not stated)
 : -2	4

# New compounds follow
# Under each structure: SENP1 inh	SENP8 block
CC(C)(C)C(C(=O)NC1CCCC1)N1CCN(c2ncccc2C#N)CC1 (configuration not stated)
 : 22	-41
COc1ccc(C(=Cc2ccccc2)C(=O)O)cc1
 : 2	13
Cc1noc(C)c1COc1ccc(C(=O)OCC(=O)NC(=O)C2COc3ccccc3O2)cc1 (configuration not stated)
 : -1	26
Cc1cn([C@H]2C[C@H](O)[C@@H](CNCc3ccccc3)O2)c(=O)[nH]c1=O
 : -2	15
CCOC(=O)N1CCN(C(=O)C[C@@H]2C[C@@]3(C(=O)OC)CCCCC=C3N(Cc3ccc(Cl)cc3Cl)C2=O)CC1
 : 4	11
Cc1ccc(S(=O)(=O)NCC(=O)NCC(=O)NCCc2ccc(Cl)cc2)cc1C
 : -1	18
O=C(NC1CCCC1)C(c1ccco1)N1CCC(O)(c2ccc(Cl)cc2)CC1 (configuration not stated)
 : -1	8
CC1(C(=O)NCCC(F)(F)F)Cc2c(-c3cccc(C(N)=O)c3)ccnc2O1 (configuration not stated)
 : 0	9
COc1ccc(Cc2nc3ccc(C(=O)NC(C)C)cc3o2)cc1
 : 1	11
C[C@@H]1CN([C@@H](C)CO)C(=O)CCCn2nncc2CO[C@H]1CN(C)Cc1cccnc1
 : -1	8

# Exported as tab-separated lines: 2 of the compounds above
structure	SENP1 inh	SENP8 block
CCCC(=O)NCCc1cc2cc(C)c(C)cc2[nH]c1=O	0	-71
COCCNC(=O)C1(C)CCCN(Cc2ccc(-c3ccccc3)o2)C1 (configuration not stated)	0	6

# Remaining list, next part:
# Under each structure: SENP1 inh	SENP8 block
CSc1nc(SCCO)c2sc3nc(-c4ccco4)c4c(c3c2n1)CC(C)(C)OC4
 : -32	-131
CCOC(=O)c1sc2nc(CC(=O)OC)nc(NCCN3CCOCC3)c2c1C
 : -14	-406
COC(=O)/C=C/C(=O)N1CCN(c2ccccc2)CC1
 : 2	4
CC1C(=O)N(Cc2cn(CCC3OCCO3)nn2)CCS(=O)(=O)N1Cc1ccc(-c2ccc(F)nc2)cc1 (configuration not stated)
 : 1	-2
Cc1cc(C)c2c(c1)CC(C)(C)CC2=O
 : 2	-3
Cc1ccnc(NC(=O)c2cccc(NC(=O)c3ccc(Cl)cc3)c2)c1
 : 1	5
CCOC(=O)c1cc(NC(=O)c2ccccc2)c(=O)oc1C(F)(F)F
 : 3	14
O=C(CC[C@H]1O[C@@H](n2cnc3c(NC(=O)c4ccccc4)ncnc32)[C@H](O)[C@@H]1O)NCC1CCCCC1
 : 3	31
O=C1CSC(=S)N1Nc1ccccc1
 : -1	4
CN1CCN(C2=NCCO2)CC1
 : 3	8

# Remaining list, next part:
# Under each structure: SENP1 inh	SENP8 block
O=C(O)c1cc([N+](=O)[O-])ccc1-c1ccc([N+](=O)[O-])cc1C(=O)O
 : 3	14
CC1(c2nnnn2Cc2ccccc2)CCC(=O)N1CCc1ccccc1F (configuration not stated)
 : 2	29
C[C@@H]1CN[C@H](CCO)/C1=C\c1ccccc1
 : 0	18
O=C(NCc1ccccc1)c1cc(C2CCCCN2S(=O)(=O)c2cccs2)on1 (configuration not stated)
 : 2	17
COc1ccccc1Cc1c(-c2cccc(Cl)c2)nc2c(C)cc(Br)cn12
 : 2	-5
COc1cccc(C=Cc2nccc3ccccc23)c1OC
 : 0	-417
CC1CC(C)C(=NNC(N)=O)C(C(O)CC2CCC(=O)NC2=O)C1 (configuration not stated)
 : 0	-1
CC1C(=O)N(Cc2cn(CCC3OCCO3)nn2)CCS(=O)(=O)N1Cc1ccc(-c2cccc(N(C)C)c2)cc1 (configuration not stated)
 : 1	-330
CN(c1cc(Cl)c2c(c1)OCO2)c1cc2c(c3c1ccn3C)C1CCC2C1 (configuration not stated)
 : -2	-26
CSCCC(C(=O)Nc1c(C)cccc1C)N(C)CCc1ccccc1 (configuration not stated)
 : 1	12

# Next structures:
# Under each structure: SENP1 inh	SENP8 block
COc1ccc(C(=O)N2CCC2(C)C(=O)NC(C)C)cc1 (configuration not stated)
 : 2	16
CC(=O)OC[C@@H]1CN(Cc2ccccc2)C[C@H](n2cnc3c(Nc4ccccc4)ncnc32)O1
 : -3	-24
Cc1ccc(S(=O)(=O)N2C3CCCCC3O[C@H]2CC(=O)c2ccccc2)cc1 (some centres not stated)
 : 2	13
O=C(CNC(=O)c1ccco1)Nc1ccc(OC(F)F)cc1
 : 2	15
CC(C)(C)S(=O)N1Cc2cc(C(=O)N3CCOCC3)nc(-c3cccc(Br)c3)c2[C@H]1CCO (some centres not stated)
 : -5	-20

# Only part of the results is shown; the hit share may differ from the screen's.
